Cardio protect: protects H9c2 cardiomyocytes from peroxide injury. H2O2 injury protection, ATPLite, 2 h. protection from H2O2 cell death, % at 20 µM. 360,000 tested, 0.63% active. AID 588492;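 active means compounds giving at least 50% protection of heart cells from peroxide-induced death in the single-dose screen, raw or plate-pattern-corrected value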;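 further: 0% = DMSO wells with peroxide and 100% = DMSO wells without peroxide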
ABHD5 PLIN5 PPI: blocks binding of human ABHD5 to perilipin-5. 360,000 tested, 0.78% active. Q00G26+Q8WTS1. Split G. princeps luciferase complementation, luminescence, 4 h. AID 602281. inhibition, % at 4 µM;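 active means inhibition above the mean inhibition across every tested compound plus 3 SD, cut at about 22% in these data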;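 further: 0% = DMSO only wells and the 100% control is not disclosed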
HTR2A ag: agonists of mouse serotonin 5-HT2A receptor (HTR2A) | activation, % at 7.6 µM | 360,000 tested, 0.66% active | CHO-K1 mHTR2A beta-arrestin complementation, luminescence; percent of 30 µM serotonin response | P35363;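 active means activation above a run cutoff, the mean activation of all tested compounds plus 3 SD, cut at about 14% in these data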;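 further: 0% = plate median of compound wells and 100% = 30 µM serotonin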
Target sequence (P35363 whole entry, looked up): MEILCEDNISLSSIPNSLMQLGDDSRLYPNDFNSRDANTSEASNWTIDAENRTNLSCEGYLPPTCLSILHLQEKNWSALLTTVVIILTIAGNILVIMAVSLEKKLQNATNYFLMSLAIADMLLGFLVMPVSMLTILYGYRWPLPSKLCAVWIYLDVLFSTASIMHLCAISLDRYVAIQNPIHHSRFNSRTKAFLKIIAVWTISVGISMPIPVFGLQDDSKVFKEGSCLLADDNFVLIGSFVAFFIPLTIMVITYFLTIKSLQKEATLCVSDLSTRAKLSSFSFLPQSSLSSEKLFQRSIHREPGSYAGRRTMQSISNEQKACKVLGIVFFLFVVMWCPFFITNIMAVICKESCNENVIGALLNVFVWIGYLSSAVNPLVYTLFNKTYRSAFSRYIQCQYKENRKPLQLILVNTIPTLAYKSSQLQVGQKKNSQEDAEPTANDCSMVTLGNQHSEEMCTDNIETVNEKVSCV
aDG glyco act: alpha-DG glycosylation activation; 360,000 tested, 0.22% active; Pro5-aDG cells, alpha-DG glycosylation AlphaScreen (IIH6); 0% Pro5, 100% B10-LARGE cell signal; AID 624168; activation, % at 10 µM;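 active means activation of at least 8% versus controls, or a plate z-score of at least 8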;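 further: Pro5 are CHO cells carrying HIG-tagged alpha-DG that lacks glycosylation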
MC4R antag cAMP: antagonists of human melanocortin 4 receptor (MC4R); inhibition, % at 6.5 µM; P32245; AID 540295; 360,000 tested, 0.48% active; MC4R-expressing cells, MTII-stimulated cAMP, LANCE TR-FRET;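 active means inhibition above its plate's cutoff, the mean of tested wells on that plate plus 3 SD, cut at about 29% in these data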;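 further: 0% = Melanotan II alone and 100% = Melanotan II plus saturating MCL0020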
Target sequence (P32245 whole entry, looked up): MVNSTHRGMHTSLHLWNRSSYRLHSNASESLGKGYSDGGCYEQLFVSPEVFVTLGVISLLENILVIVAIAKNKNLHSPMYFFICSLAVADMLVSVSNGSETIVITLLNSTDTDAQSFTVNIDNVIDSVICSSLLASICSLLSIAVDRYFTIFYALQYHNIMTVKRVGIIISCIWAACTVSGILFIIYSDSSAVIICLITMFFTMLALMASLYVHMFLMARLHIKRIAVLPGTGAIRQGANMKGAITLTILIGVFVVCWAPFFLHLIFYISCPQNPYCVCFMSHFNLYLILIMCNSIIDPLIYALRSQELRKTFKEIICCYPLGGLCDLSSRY
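material = U2OS cells stably expressing human melanocortin 4 receptor (MC4R) | also added = Melanotan II challenge | dosing = single nominal compound dose of 6.5 µM | detection = TR-FRET with Eu-cAMP and labeled anti-cAMP, 671 nm | replication = singlicate | timing = compound 30 min, challenge 1 h, detection 1 h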
ABCB6 inh 2: inhibitors of human ABC transporter ABCB6 | Q9NP58 | K562-ABCB6 porphyrin accumulation, flow cytometry, 1 h; active compounds read low | fluorescence ratio to DMSO, % at 10 µM | 360,000 tested, 0.19% active;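 active means fluorescence ratio to DMSO below 75%, the collection mean minus 3 SD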;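 further: signal is porphyrin accumulated inside mitochondria; 100% equals median channel fluorescence of DMSO control wells; lower ratio means ABCB6 inhibition with less porphyrin fluorescence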
N-glyco inh: N-linked glycosylation inhibition | D54 ERlucT glycosylation luciferase reporter, 24 h; percent of 100 nM tunicamycin response | reporter increase, % at 12.5 µM | 360,000 tested, 0.23% active | AID 588692;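 active means mean luciferase reporter signal, scaled so untreated is 0 and the glycosylation-blocking control 100, at or above a set limit in every replicate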;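 further: luciferase carries N-glycosylation sites so blocking glycosylation raises the light; 0% = median of neutral control wells and 100% = median of 100 nM tunicamycin wells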
hiPSC survival: hiPSC single-cell survival enhancement; 360,000 tested, 0.044% active; survival enhancement, % at 20 µM; ATPlite luminescence; 100% = ROCK inhibitor wells, 0% = DMSO; AID 602274; in the data active means survival enhancement above about 18%;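 further: cells exposed to compounds for 16 hours before the ATP read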
MC4R ag barr: agonists of human melanocortin 4 receptor (MC4R) beta-arrestin | P32245 | U2OS MC4R beta-arrestin complementation, luminescence; percent of melanotan II response, DMSO zero | activation, % at 8.9 µM | 360,000 tested, 0.98% active | AID 540308;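 active means activation above a per-plate cutoff, the mean activation of sample wells on that plate plus 3 SD, cut at about 8% in these data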
Granule exo inh: blocks lytic granule exocytosis. TALL-104 LAMP-1 surface exposure, flow cytometry; cells stimulated with thapsigargin and PMA. inhibition, % at 10 µM. 360,000 tested, 0.66% active. AID 651702;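 active means inhibition above about 55%, limit read from the data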
Starred values were filed as active, the others as inactive; / = no result given. This is a random part of the collection (roughly 4.5% active in at least one column).

SMILES	Cardio protect	ABHD5 PLIN5 PPI	HTR2A ag	aDG glyco act	MC4R antag cAMP	ABCB6 inh 2	N-glyco inh	hiPSC survival	MC4R ag barr	Granule exo inh
O=C(CNC(=O)c1ccccc1)N/N=C/c1ccc([N+](=O)[O-])o1	-5	-7	-3	5.0	2	98	16	-1.0	-0.8	2
O=C1CCCCC1C(O)(C(=O)c1ccccc1)c1ccccc1 (stereo not drawn)	-8	-5	0	-0.2	-2	99	-5	0.3	0.5	-4
O=c1c2ccccc2cnn1Cc1n[nH]c(=S)n1-c1ccccc1	6	10	2	-0.2	-5	96	9	1.2	1.4	-2
Cc1cc(OC(=O)Cc2cccc3ccccc23)c([N+](=O)[O-])c(=O)[nH]1	-1	0	-2	0.1	11	92	2	5.8	-1.9	2
CCC(C)c1ccccc1N1CC(C(=O)N2CCN(C(=O)c3ccco3)CC2)CC1=O (stereo not drawn)	5	11	1	0.2	6	99	0	0.7	2.5	3
CCOc1cc(CN2CCCC(CO)(Cc3ccc(F)cc3F)C2)ccc1OC (stereo not drawn)	-3	-7	-5	0.0	6	103	-4	-0.8	0.9	11
O=Cc1ccc(-c2ccccc2OC(F)(F)F)o1	13	6	2	-0.2	-2	92	1	-0.1	-1.3	-10
CC1C(=O)N2CCCc3cc(NC(=O)C(=O)NCc4cccnc4)cc1c32 (stereo not drawn)	2	9	2	0.0	15	98	6	-0.2	-3.3	-13
CC1(C(=O)NS(=O)(=O)c2ccccc2C(F)(F)F)CCN1C(=O)CCC1CCCC1 (stereo not drawn)	1	-3	6	-0.1	17	107	1	-1.1	0.3	-5
Cc1ccc(-n2c(-c3ccccc3)n[nH]c2=S)cc1	-7	-5	2	-0.1	9	93	1	-0.7	-2.1	-2
COc1ccc(/C=C\C(=O)c2c(O)ccc3c(C)cc(=O)oc23)cc1OC	30	50*	-2	0.1	-2	100	1	-0.1	1.4	4
COc1ccc2nc(CC(C)(C)CC(=O)O)c[n+]([O-])c2c1	7	4	2	-0.5	7	101	1	-4.2	0.8	0
COc1ccc(OC)c(NC(=O)c2cc(-c3cc(F)ccc3OCC3CCCO3)n[nH]2)c1 (stereo not drawn)	9	9	6	-0.2	28	87	-4	-1.5	2.2	-7
Cc1ccc(S(=O)(=O)N(C)C)cc1NC(=O)COC(=O)c1c(-c2ccccc2)noc1C	-7	-1	-2	-0.3	9	98	-3	0.7	-2.6	6
Nc1nccc(/C=C/c2c(Cl)cccc2Cl)n1	7	4	3	0.1	3	97	-3	0.4	-0.4	3

Some of the entries so far, in CSV form:
structure,Cardio protect,ABHD5 PLIN5 PPI,HTR2A ag,aDG glyco act,MC4R antag cAMP,ABCB6 inh 2,N-glyco inh,hiPSC survival,MC4R ag barr,Granule exo inh
O=C(CNC(=O)c1ccccc1)N/N=C/c1ccc([N+](=O)[O-])o1,-5,-7,-3,5.0,2,98,16,-1.0,-0.8,2
O=C1CCCCC1C(O)(C(=O)c1ccccc1)c1ccccc1 (stereo not drawn),-8,-5,0,-0.2,-2,99,-5,0.3,0.5,-4
O=c1c2ccccc2cnn1Cc1n[nH]c(=S)n1-c1ccccc1,6,10,2,-0.2,-5,96,9,1.2,1.4,-2
Cc1cc(OC(=O)Cc2cccc3ccccc23)c([N+](=O)[O-])c(=O)[nH]1,-1,0,-2,0.1,11,92,2,5.8,-1.9,2
CCC(C)c1ccccc1N1CC(C(=O)N2CCN(C(=O)c3ccco3)CC2)CC1=O (stereo not drawn),5,11,1,0.2,6,99,0,0.7,2.5,3
CCOc1cc(CN2CCCC(CO)(Cc3ccc(F)cc3F)C2)ccc1OC (stereo not drawn),-3,-7,-5,0.0,6,103,-4,-0.8,0.9,11
O=Cc1ccc(-c2ccccc2OC(F)(F)F)o1,13,6,2,-0.2,-2,92,1,-0.1,-1.3,-10
CC1C(=O)N2CCCc3cc(NC(=O)C(=O)NCc4cccnc4)cc1c32 (stereo not drawn),2,9,2,0.0,15,98,6,-0.2,-3.3,-13

(continued)
SMILES	Cardio protect	ABHD5 PLIN5 PPI	HTR2A ag	aDG glyco act	MC4R antag cAMP	ABCB6 inh 2	N-glyco inh	hiPSC survival	MC4R ag barr	Granule exo inh
O=C(CN1C(=O)COc2ccccc21)NCCN1CCc2ccccc2C1	0	4	-1	0.0	4	97	1	-0.7	-1.5	-2
CC(C)CC(=O)N1CCN(S(C)(=O)=O)CC1	1	1	7	0.0	1	102	2	-1.8	-1.3	-6
CC(=O)Nc1ccc(-c2ccnc3c2CC(C(=O)Nc2cccc(N(C)C)c2)O3)cc1 (stereo not drawn)	15	7	-5	-0.5	-7	100	10	-1.9	0.9	-5
C=CCNC(=O)CN1C(=O)c2cccc3cccc1c23	8	3	9	-0.1	-1	102	0	-0.5	-1.7	0
CC(=O)Nc1cccc(Oc2ccc(-c3noc(C)n3)cc2)c1	-25	1	5	0.2	1	97	-1	-1.2	2.8	-1
CCCC(c1nnnn1Cc1ccco1)N1CCN(C2CCCC2)CC1 (stereo not drawn)	0	-2	4	-0.2	-1	96	-4	0.9	-0.1	-2
O=C(Nc1ccc(Cl)c(C(F)(F)F)c1)[C@@H]1CC=C[C@@H]2CCN(Cc3ccc(Cl)c(Cl)c3)C(=O)[C@@H]21	-3	-9	-6	0.4	10	99	1	3.6	0.4	4
COc1cccc(N2CC(C(=O)Nc3nnc(SCc4cccnc4)s3)CC2=O)c1 (stereo not drawn)	5	1	-3	0.3	-4	104	2	0.5	2.9	-4
Cc1ccc(C)c(S(=O)(=O)N2CCN(C(=O)Cn3c(C(F)(F)F)nc4ccccc43)CC2)c1	-4	0	3	0.3	3	88	-2	3.4	-1.9	-2
O=C1C2Sc3[nH]c(=O)sc3C(c3ccccc3)C2C(=O)N1c1ccc(Cl)cc1 (stereo not drawn)	9	-8	-7	0.0	5	119	1	-1.6	-1.3	-1
Cc1c(C)n(C)c2ccc(C(=O)NCCCN3CCCCC3C)cc12 (stereo not drawn)	3	-10	-4	0.2	5	105	-1	1.4	-1.3	0
COc1ccc(C(=O)Nc2cc(-c3nn4c(C)nnc4s3)ccc2C)cc1	26	3	0	0.2	12	98	-1	4.3	1.4	-1
O=C(NC1CCCCC1)C(c1ccccn1)N(C(=O)Cc1cccs1)c1ccc(Cl)cc1 (stereo not drawn)	5	0	2	0.4	11	100	-3	0.5	1.2	-5
O=C(Nc1ccccc1C(=O)N1CCCC1)c1ncoc1-c1cccc(Cl)c1	0	0	2	0.0	1	95	4	0.3	2.8	2
C[C@H]1COc2cccc(N3CCSCC3)c2S(=O)(=O)N1	/	4	0	0.0	/	92	/	1.0	/	-2
CC[C@@]1(C(=O)OC)N[C@H](CN(C)C(C)=O)[C@@H]2C(=O)N(C)C(=O)[C@@H]21	0	7	-2	-0.4	-4	93	2	10	-3.3	-1
CCOc1ccc(S(=O)(=O)N2CCOCC2)cc1NC(=O)CCOc1ccc(C(C)(C)C)cc1	-14	-2	-1	0.7	12	96	-7	0.7	-1.2	-3
COc1ccc(C2=NOC(C(=O)Nc3cccnc3)C2)cc1 (stereo not drawn)	-2	1	2	-0.1	-3	95	-1	-0.3	-0.6	3
c1ccc2c(c1)OCC(CNc1ncnc3sccc13)O2 (stereo not drawn)	-24	-3	0	4.7	-1	77	-4	-0.4	-3.3	1
CCSc1nc(COC(=O)NC)c(COC(=O)NC)n1C	2	-10	5	-0.3	13	232	0	2.7	0.6	1
COc1ccc(CCN2C(=O)CC(N3CCC(C(N)=O)CC3)C2=O)cc1OC (stereo not drawn)	-1	6	-1	-0.1	19	99	0	-0.7	-1.7	-6
CC(=O)COc1ccc2cc(-c3ccccc3)c(=O)oc2c1	-9	-3	-4	0.1	9	100	-11	1.8	-1.1	-9
COc1ccc(S(=O)(=O)N(C)C[C@@H]2Oc3c(NS(=O)(=O)c4cn(C)cn4)cccc3C(=O)N([C@@H](C)CO)C[C@@H]2C)cc1	1	-4	3	0.0	-1	101	4	-1.5	2.7	1
COC(=O)CNC(=O)COC(=O)c1cc(F)c(F)cc1Cl	-3	4	2	-0.1	9	100	1	2.0	0.6	1
CCN(CCNC(=O)C1CCCN(S(=O)(=O)c2cnc[nH]2)C1)c1ccccc1 (stereo not drawn)	2	-2	6	0.0	4	90	0	0.4	0.7	1
CCOC(=O)N1CCN(C(=O)c2ccc3c(c2)NC(=O)/C(=C/c2ccccc2)S3)CC1	-2	-7	12	0.0	22	106	-3	-0.1	1.2	-3
CCOc1ccc(C2/C(=C(\O)c3ccc4c(c3)OCCO4)C(=O)C(=O)N2CCN2CCOCC2)cc1OC (stereo not drawn)	4	0	-5	0.0	8	104	2	-0.4	1.1	1
COc1ccc(NS(=O)(=O)c2cc3c(cc2C)N(C(C)=O)CCO3)cc1OC	2	-1	2	-0.1	15	91	3	-1.6	-1.3	1
CCn1c(-c2csc3c2CCC(C)C3)n[nH]c1=S (stereo not drawn)	-1	-10	-4	0.1	-4	105	-1	-2.3	-1.4	-12
COc1ccc2nc(SCC(=O)Nc3c(C)cc(C)cc3C)[nH]c2c1	-3	0	0	0.2	9	94	2	-0.2	-0.1	0
CC1Cc2ccccc2N1C(=O)Cn1cnc2ccccc21 (stereo not drawn)	-12	1	0	0.2	7	85	0	-1.0	-3.9	-1
C=CCn1c(SCC(=O)c2c(C)[nH]c3ccccc23)nnc1-c1ccncc1	7	4	2	-0.3	8	103	-1	0.9	1.9	-1
O=C(NCCC1=CCCCC1)C1CCC(CNc2c(N3CCCC3)c(=O)c2=O)CC1 (stereo not drawn)	-4	-4	-6	0.0	5	96	0	-0.3	-0.5	-3
CSc1nc(-c2ccccc2)nc(NC(C)=O)c1C(C)=O	1	4	-5	-0.1	14	100	3	-1.8	-3.6	2
Cc1ccc(NS(=O)(=O)c2ccc(CCC(=O)NCCCOC(C)C)cc2)cc1	-1	-4	-4	0.1	10	100	-1	0.8	-1.7	8
O=C(OCC#CCSc1nc2ccccc2o1)c1cc2ccccc2o1	-7	1	2	-0.5	5	100	-3	-1.8	1.7	-2
Cc1cc(C)n(-c2ncnc3c2oc2ccccc23)n1	4	-1	6	-0.1	6	92	4	4.2	-0.9	-3
Cc1ccc(NC(=O)CCc2nc3sc4c(c3c(=O)[nH]2)CCCC4)nc1	10	4	6	-0.2	5	99	2	-0.6	6.1	-4
O=C1/C(=C/c2cccs2)SC(=S)N1c1cccc(O)c1	-12	6	0	0.2	8	94	0	1.1	6.7	0
Cc1cc(OCC(O)CN2C(C)CCCC2C)ccc1C(C)C (stereo not drawn)	-3	-4	-2	0.0	11	91	-1	-1.2	0.8	3
Cc1cc(C)c(C#N)c(SCC(=O)Nc2ccccc2C(N)=O)n1	3	-3	4	-0.3	-1	96	-7	-3.5	1.3	-5
COC(=O)c1sc(N2C(=O)C(=O)/C(=C(/O)c3ccccc3)C2c2ccco2)nc1C (stereo not drawn)	2	9	0	-0.2	13	104	2	-0.8	-1.5	-6
